Lamin A splicing: changes lamin A minigene splicing in HeLa cells. HeLa LMNA splicing GFP/RFP minigene ratio, 48 h. AID 1487. Potency, µM (series often up to 46.1 µM), for the others: at the top dose ratio change, negative = inhibition, usual class: inhibitors. 200,000 compounds, 0.01% hits; active = well fitted inhibition curve with a large enough effect in the signal ratio, with a control signal flat, not every such curve was filed as active; inconclusive = small, poorly fitted or top-dose-only effect, or effect the other way, or a change in a side signal; the % refers to the signal ratio; also: potency is read from the fitted curve at half-maximal effect; % is scaled to controls: 0 for no effect and ±100 for the full control effect
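Read-out is the ratio of GFP to DsRed2 object intensity, acquired by 488 nm laser-scanning cytometry on HeLa lamin A-EGFP minigene reporter cells. Compound incubation 48 hrs at 37 °C in Opti-MEM with 2% FBS; DMSO 0.5% final.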
GAA inh: alpha-glucosidase (human) inhibition; purified human GAA, 4-MU-alpha-glucoside fluorescence; Potency, µM (top dose mostly 76.9 µM), for the others: top-dose activity change, negative = inhibition, hits mostly inhibitors; 200,000 compounds, 0.005% hits;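 also: potency is read from the fitted curve at half-maximal effect; plate controls were uninhibited enzyme wells for no effect and no-enzyme background for full effect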
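Activity normalized between no-enzyme (basal) and enzyme-only wells. Conditions: 4 nM human enzyme, 400 uM fluorogenic substrate, citrate/phosphate pH 5.0 with Tween-20, 20 min room temperature, compounds up to 77 uM.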
GAA spleen mod: inhibits or activates alpha-glucosidase in human spleen homogenate. 240,000 compounds, 0.006% hits. AID 2112. Potency, µM (series often up to 79.9 µM), for inactives: top-dose activity change, negative = inhibition, usual class: inhibitors. human spleen homogenate, 4-MU-alpha-glucoside fluorescence;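 also: potency is read from the fitted curve at half-maximal effect; 0% = enzyme with vehicle and -100% = no enzyme basal signal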
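AC50 values come from Hill-equation fits of concentration-response data, normalized to no-enzyme and full-activity controls. Enzyme source: 1 ug human spleen homogenate; 1 mM fluorogenic 4-MU glucoside, pH 5.0 citrate buffer, 37 C, 40 min.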
CBFb-RUNX1 inh: inhibitors of human CBF-beta and RUNX1 interaction. Q01196+Q13951. AlphaScreen CBFb-His/RUNX1-biotin binding, biochemical. Potency, µM (top dose mostly 59.8 µM), for the others: top-dose activity, negative = inhibition, hits mostly inhibitors. 230,000 tested, under 10 active. AID 1477; also: % of control where 0% means no effect
Target sequence (Q01196 whole entry, looked up): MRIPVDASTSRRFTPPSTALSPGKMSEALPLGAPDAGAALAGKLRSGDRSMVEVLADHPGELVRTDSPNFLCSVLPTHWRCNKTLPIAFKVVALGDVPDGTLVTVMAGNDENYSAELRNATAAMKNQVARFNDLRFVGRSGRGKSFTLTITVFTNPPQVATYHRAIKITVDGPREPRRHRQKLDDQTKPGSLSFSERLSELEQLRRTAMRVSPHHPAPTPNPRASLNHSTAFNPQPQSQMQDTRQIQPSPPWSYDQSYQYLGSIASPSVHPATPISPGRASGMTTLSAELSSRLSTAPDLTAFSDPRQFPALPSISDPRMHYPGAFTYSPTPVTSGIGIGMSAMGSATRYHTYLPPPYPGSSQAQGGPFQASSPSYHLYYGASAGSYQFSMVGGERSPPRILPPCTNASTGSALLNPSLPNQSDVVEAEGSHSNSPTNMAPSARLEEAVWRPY
Target sequence (Q13951 whole entry, looked up): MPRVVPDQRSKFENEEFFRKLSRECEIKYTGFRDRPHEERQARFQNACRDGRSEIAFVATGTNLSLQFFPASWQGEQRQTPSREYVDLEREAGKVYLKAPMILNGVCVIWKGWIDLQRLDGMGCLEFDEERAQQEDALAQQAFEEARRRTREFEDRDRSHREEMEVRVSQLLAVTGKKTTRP
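Compounds were screened at multiple concentrations against a preformed CBF-beta(His)/RUNX1(biotin) complex (30 nM of each) for 15 min at room temperature, followed by 90 min with nickel and streptavidin beads and AlphaScreen reading.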
GAA glycogen mod: alters human alpha-glucosidase cleavage of glycogen | P10253 | recombinant GAA, glycogen substrate, Amplex Red glucose oxidase fluorescence | Potency, µM (series often up to 76.4 µM), for the others: at the top dose activity change, negative = inhibition, most hits filed as inhibitors | 300,000 compounds, 0.38% hits;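 also: potency is read from the fitted curve at half-maximal effect; 0% = full enzyme reaction and -100% = no-enzyme basal signal; the screen sought inhibitors and activators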
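Natural-substrate format: glycogen cleavage by 4 nM human enzyme, glucose read by Amplex Red coupling (Ex 573, Em 610 nm). Normalized to enzyme and no-enzyme controls.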
HTT ATP protect: protects HTT-Q103 PC12 cells, measured by ATP. AID 1471. Potency, µM (series often up to 56.4 µM), inactives show cytoprotection (ATP increase), actives largely listed as activators. PC12 HTT-Q103 induced, cytoprotection, ATP luminescence, 40 h. 230,000 compounds, 0.14% hits;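 also: potency is read from the fitted curve at half-maximal effect; % of control where 0% means no effect; nearly all actives have a fitted effect of over 45% in size; toxic huntingtin expression switched on by the ecdysone agonist tebufenozide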
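PC12 cells with ecdysone-inducible HTT exon 1 Q103-GFP, induced with 100 nM tebufenozide and co-treated with library compounds in a dose series (1536-well, 1500 cells/well). Cytoprotection read as ATP content by ATPlite luminescence.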
HTT aggregate: inhibitors of mutant huntingtin aggregate formation in PC12 cells; 220,000 compounds, 1.1% hits; Potency, µM (series often up to 46.1 µM), for inactives: top-dose activity change, negative = inhibition, hits mostly inhibitors; PC12 HttQ103-GFP aggregates, Acumen cytometry, 40 h; AID 1688; also: potency is read from the fitted curve at half-maximal effect; % is scaled to controls: 0 for no effect and ±100 for the full control effect; nearly all actives have a fitted effect of over 60% in size
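Steps: seed 1500 PC12 HTTQ103-GFP cells/well; add tebufenozide, 100 nM final; add compound titration; add ATPLite reagent; quantify GFP aggregates by laser scanning cytometry.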
The depositor's hits bear a star; ? = inconclusive; · = no result given; [ ] = remark or other dose. Unless noted, calls follow the shape of the dose curve; as a rule, active = well fitted curve in the direction sought with a large enough effect; inconclusive = small, poorly fitted or top-dose-only effect, or another doubt; inactive = no such curve, though single readings can be large; an effect the other way counts as inactive or inconclusive.

SMILES | Lamin A splicing | GAA inh | GAA spleen mod | CBFb-RUNX1 inh | GAA glycogen mod | HTT ATP protect | HTT aggregate
Cc1ccc(O)c(N=Nc2ccc(S(=O)(=O)N3CCOCC3)cc2)c1 | · | ? | -7% | -1% | -9% | 18%[10 µM] | 13%[9.22 µM]
CCCCOC(OCCCC)[C@H](O)CSc1ccc2ccccc2c1 | · | · | -8%[17.4 µM] | 23%[13.1 µM] | · | -2%[10 µM] | ·
COC(=O)[C@H]1C[C@@H]1[C@H](NC(=O)c1cc(C)nn1C)c1ccccc1 | · | · | 22% | -8% | · | 10% | ·
Cc1ccc(OCC(=O)NCc2cccs2)c([N+](=O)[O-])n1 | -3%[46 µM] | -16% | -3% | -4% | 7% | -3%[10 µM] | 15%
O=C1c2cccnc2C(=O)N1Cc1ccc2c(c1)OCO2 | 1% | 3% | 1% | -6% | -3% | 5% | -19%
Oc1c(N=NC(=S)Nc2ccccc2F)c2ccccc2n1Cc1ccc(Cl)cc1 | ? | 6% | -4% | ? | -2% | -12%[10 µM] | ?
CC1CN(Cc2nc3ccccc3c(=O)[nH]2)CC(C)O1 (stereo not drawn) | -14%[46 µM] | 9% | 0% | 2% | 19% | 18%[10 µM] | 0%
COC(=O)c1ccc(Cl)c(-c2ccc(/C=N/NC(=O)Nc3ccccc3)o2)c1 | -1% | -2% | 4% | -1% | -7% | -33% | 28%
Oc1c(C=Nc2cccc3cccnc23)sc2ccccc12 | ? | ? | 0% | ? | 3% | -54%[inhibitor] | -22%
NNC(=S)Nc1cccc(-c2n[nH]c(=S)o2)c1 | · | · | -13% | -4% | ? | 8%[10 µM] | -8%[9.22 µM]
Cn1cnc([N+](=O)[O-])c1S(=O)(=O)c1cccc(Cl)c1 | ? | 2% | -3% | -3% | -7% | · | 5.6µM*
Cc1cc(C(=O)NN)c(C)o1 | · | -3% | 0% | 5% | -17% | -43%[inhibitor] | 2%
CCOC(=O)C1C(=O)CC(C)(O)C(C(=O)OCC)C1c1ccc(N(CC)CC)cc1 (stereo not drawn) | 3% | 2% | -2% | 2% | -9% | -1%[10 µM] | 1%
Cc1cc(=O)oc2cc(OCC(=O)OC(C)C(=O)NC3CCCC3)ccc12 (stereo not drawn) | 9%[46 µM] | -4% | 13% | ? | 4% | 4%[10 µM] | 10%
Cc1nc(-c2cccnc2)sc1C(=O)Nc1ccc(Cl)cc1 | 8% | 1% | -12% | -3% | 1% | 0% | -31%
CC1CCCCN1CCNC(=O)c1cc2c(=O)n(C)c3ccccc3c2n1C (stereo not drawn) | -10% | -8%[15.4 µM] | -3% | -6% | 10% | -24% | -4%
CC(/C=C1\SC(=S)N(CCC(=O)Nc2nc(C)cs2)C1=O)=C\c1ccccc1 | · | · | -8% | -1% | 1% | 8%[10 µM] | 18%[9.22 µM]
CC(C)NC(=O)c1ccc(-n2nc(C(F)(F)F)c3c2CCCC3)cc1 | -9% | -9% | 2% | 3% | -2% | -21%[10 µM] | -2%
CCOC(=O)c1cc(NC(=O)N2CCOCC2)c(C)nc1C | -10% | -6% | -5% | 6% | 3% | 6%[0.074 µM] | 12%
Cc1ccc(S(=O)(=O)NCC(=O)N/N=C/c2ccc(Cl)cc2)cc1 | ? | -2% | -4% | -8% | 0% | 23%[10 µM] | -7%
CCCCCC(=O)Nc1cc(N(C)C)nc2ccccc12 | -7% | ? | 13% | 9% | 1% | 18%[10 µM] | -30%
CCOC(=O)C1CCCN(C(=O)c2cc(Nc3ccc(OC)cc3)nc3ccccc23)C1 (stereo not drawn) | -10% | -11% | -4% | -8% | -12% | -40%[inhibitor] | 2%
CCOc1ccccc1-n1c(SCC(=O)NC2CCCC2)nnc1-c1ccoc1C | -6% | -14% | 0% | 0% | 4% | -9%[10 µM] | -4%
CC(C)(C)NC(=O)C(c1ccc(F)cc1)N(Cc1ccco1)C(=O)c1csnn1 (stereo not drawn) | 6% | 12% | 4% | 4% | -6% | 0% | 2%
COc1cc(C2CC(=O)N(CC(=O)NCc3ccco3)c3ccccc3S2)cc(OC)c1OC (stereo not drawn) | -11% | 1% | -3% | 6% | 5% | -17%[10 µM] | 25%
CCc1nccn1S(=O)(=O)c1cc(OC)c(Cl)cc1OC | 12% | -3% | -2% | 3% | -1% | · | -30%
COc1ccc(/C=C(\CC(=O)O)c2nc3ccccc3o2)cc1 | -10%[46 µM] | -2% | 3% | 6% | -1% | 8% | 11%
COC(=O)[C@H]1C[C@@H]1[C@H](NC(=O)Oc1ccc(F)cc1)c1ccccc1 | · | · | -1% | -1% | · | 1% | ·
CN1CCC(=C2c3ccccc3C=Cc3ccccc32)CC1 | ? | -2%[15.4 µM] | 8% | 4% | -10% | -99%[inhibitor] | ?
O=C(CN(c1ccccc1F)S(=O)(=O)c1ccccc1)Nc1ccccc1C(=O)N1CCOCC1 | 35%[46 µM] | -8% | 10% | 3% | 10% | -36%[inhibitor] | 29%
N=C1S/C(=C\c2cccc3ccccc23)C(=O)N1c1ccc(F)cc1 | ? | ? | -2% | -8% | 18% | -8%[10 µM] | -27%
CSc1ccc(CCNC(=O)C2CCN(c3nnc(-n4cccc4)s3)CC2)cc1 | 5% | -4% | -4% | -8% | 5% | 3% | -4%
O=C(N/N=C\c1ccc(OC(=O)c2ccco2)cc1)c1ccc(Cl)cc1 | 20%[46 µM] | 0% | 0% | 0% | -3% | -2%[10 µM] | 6%[9.22 µM]
CCc1nc2c(cnn2-c2ccc(Cl)cc2)c(=O)n1-c1ccc(OC)cc1 | ? | -13% | -1% | 4% | -7% | -65%[inhibitor] | ?
Cc1cc(C)cc(N(CCC(=O)O)S(=O)(=O)c2ccc3ccccc3c2)c1 | ? | 2% | -1% | 0% | -6% | -2%[10 µM] | 10%
CC(C)CC(=O)NN(C)c1nc(-c2ccccc2)nnc1C(F)(F)F | 18% | -1% | -9% | 1% | -8% | -6% | ?
CCOc1ccccc1NC(=O)Cn1nnc(C(=O)Nc2ccccc2Cl)c1N | -3% | 2% | 1% | 6% | -1% | -37%[10 µM] | -2%
C=CCn1c(CSc2nc3ccccc3s2)nnc1SCC(=O)NCCN1CCOCC1 | 5% | 1% | 5% | 0% | 16% | -10% | 17%
CCNc1nc(OC)nc(SCC(=O)Nc2ccccc2)n1 | -5%[46 µM] | 8% | -2% | -14% | 23% | -37% | 20%
COc1nc(N(c2ccccc2)c2ccccc2)nc(-n2ccnc2)n1 | ? | -9% | 2% | 5% | 5% | -48%[inhibitor] | ?

In a second layout: 4 of the compounds above
canonical_smiles	Lamin A splicing	GAA inh	GAA spleen mod	CBFb-RUNX1 inh	GAA glycogen mod	HTT ATP protect	HTT aggregate
CCOc1ccccc1NC(=O)Cn1nnc(C(=O)Nc2ccccc2Cl)c1N	-3%	2%	1%	6%	-1%	-37%[10 µM]	-2%
C=CCn1c(CSc2nc3ccccc3s2)nnc1SCC(=O)NCCN1CCOCC1	5%	1%	5%	0%	16%	-10%	17%
CCNc1nc(OC)nc(SCC(=O)Nc2ccccc2)n1	-5%[46 µM]	8%	-2%	-14%	23%	-37%	20%
COc1nc(N(c2ccccc2)c2ccccc2)nc(-n2ccnc2)n1	?	-9%	2%	5%	5%	-48%[inhibitor]	?

(continued)
SMILES | Lamin A splicing | GAA inh | GAA spleen mod | CBFb-RUNX1 inh | GAA glycogen mod | HTT ATP protect | HTT aggregate
Cc1cccc(N(C)C(=S)Oc2ccc3ccccc3c2)c1 | ? | -9%[15.4 µM] | 2% | ? | -11% | ? | 6%
CO[C@H]1COC(=O)[C@@H](C)COC(=O)[C@@H](COCc2ccccc2)NC(=O)C/C=C\[C@H]1C | · | · | 2%[17.4 µM] | 4%[13.1 µM] | · | -4%[10 µM] | ·
CCC(C)[C@H](NC(=O)Nc1ccc(C)cc1C)C(=O)O (stereo partly drawn) | · | · | 5% | 6% | -1% | 29%[10 µM] | -18%[9.22 µM]
CC(Sc1ccsc1[N+](=O)[O-])C(=O)NCCc1ccc(Cl)cc1 (stereo not drawn) | -8% | -23% | -3% | -10% | 1% | 3% | 2%
O=C(NNc1nc2ccccc2s1)C1CC1 | -10% | -9% | -26% | 1% | ? | 9% | 1%
Cc1nnc(-c2ccc(Oc3ccc(Br)cc3)c([N+](=O)[O-])c2)o1 | ? | ? | 13% | -20% | 0% | 18%[10 µM] | -4%
C=CCn1c(O)c(N=Nc2ccccc2C)c2ccccc21 | 0%[46 µM] | -1% | 5% | 10% | -17% | 12%[10 µM] | 12%[9.22 µM]
O=C(NCC1CCCO1)C1c2ccccc2C(=O)N1C1CCCCCCC1 (stereo not drawn) | 3% | -2% | 2% | 3% | -1% | -6% | -1%
O=C(Cn1nc(C(F)F)cc1C(F)F)NNC(=S)Nc1ccc(F)cc1 | -3% | 2% | -14% | 6% | -10% | -18% | 18%
COCCCNC(=S)Nc1cccc(SC)c1 | · | · | 2% | 2% | 3% | 6%[10 µM] | -14%[9.22 µM]
CSc1ccccc1C(=O)N1CCc2ccccc2C1 | -5%[46 µM] | 1% | -4% | 11% | -9% | · | -12%
CC(C)(C)c1ccc(CNC(=O)c2ccc3c(c2)NC(=O)CO3)cc1 | · | -5% | · | -1% | 5% | -53%[inhibitor] | -14%
CCOC(=O)c1cnc(SCC(=O)N2CCN(C(=O)c3ccco3)CC2)nc1N | 7% | 12% | -8% | -3% | -2% | -17%[10 µM] | 20%
CC(C)CCn1c(Br)nc2c1c(=O)n(CC(N)=O)c(=O)n2C | 6% | 2% | -7% | 2% | 9% | 4% | 2%
O=c1cc(C(F)(F)F)c2sc(N3CCCCC3)nc2[nH]1 | 9% | ? | 5% | 4% | -7% | -3%[10 µM] | -12%[9.22 µM]
CCC1CCCCN1C(=O)c1cc(-c2ccc(Cl)c(Cl)c2)on1 (stereo not drawn) | ? | 1% | -1% | -5% | -5% | -1%[10 µM] | -11%
Cc1ccc(C2(O)CN(c3ccccc3C)C3=[N+]2CCS3)cc1 (stereo not drawn) | -2% | 0% | -3% | 7% | 5% | 20%[10 µM] | -20%
COc1ccccc1NC(=O)CCCc1c[nH]c2ccccc12 | 2% | 4% | -5% | -8% | 0% | · | -1%
COc1cc(OC)cc(C(=O)NNC(=O)c2ccc(S(=O)(=O)N(C)c3ccccc3OC)cc2)c1 | · | · | 0% | 0% | 7% | 17%[10 µM] | 33%[9.22 µM]
O=C1CC(NNc2ccccc2)C(=O)N1c1ccccc1 (stereo not drawn) | -3% | -3% | -4% | -17% | ? | 2%[10 µM] | 34%

From PubChem
